Screening results as filed in PubChem.
Tcruzi prolif = blocks T. cruzi growth in NIH3T3 culture. T. cruzi beta-gal in NIH3T3, GalScreen luminescence, 90 h. inhibition, % at 8.34 µM. hit rate 5.9% among 77,000. AID 624255;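 active = mean inhibition above about 93%, with at least 55% of replicates each passing it, limit read from the data, passing the limit was not always enough; inconclusive = only one of those two conditions holds; inactive = neither condition holds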
Pf Dd2 inh = blocks growth of Plasmodium falciparum Dd2 parasites; P. falciparum Dd2 growth, SYBR Green, 72 h; stronger effect = lower value; activity change, % at 10 µM; hit rate 2.3% among 94,000; AID 1159554; in the data active = activity change below about -80%; inconclusive = no clear call, values can overlap the other calls
C diff growth = inhibitors of Clostridium difficile growth. hit rate 0.25% among 86,000. Clostridium difficile clinical isolate growth, OD600, 24 h; stronger effect = lower value. growth activity, negative = inhibition, % at 16 µg/mL (by protocol). AID 1259249;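 active = mean growth activity at or below -80% and every replicate also at or below -80%; inconclusive = mean at or below -80% but some replicate above -80%; inactive = mean growth activity above -80%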;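 also: 0% = DMSO wells and -100% = levofloxacin 16 µg/mL wells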
KDM4C inh = KDM4C (human) demethylase inhibition; Q9H3R0; GST-KDM4C 2-372, H3K9me3 peptide, LANCE TR-FRET; inhibition, % at 12.5 µM; hit rate 0.15% among 96,000;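 active = mean replicate inhibition above about 25%, with at least 55% of replicates also reaching it, limit read from the data, passing the limit was not always enough; inconclusive = only one of those two conditions met; inactive = neither condition met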
Target sequence (Q9H3R0 2-372 limits assumed): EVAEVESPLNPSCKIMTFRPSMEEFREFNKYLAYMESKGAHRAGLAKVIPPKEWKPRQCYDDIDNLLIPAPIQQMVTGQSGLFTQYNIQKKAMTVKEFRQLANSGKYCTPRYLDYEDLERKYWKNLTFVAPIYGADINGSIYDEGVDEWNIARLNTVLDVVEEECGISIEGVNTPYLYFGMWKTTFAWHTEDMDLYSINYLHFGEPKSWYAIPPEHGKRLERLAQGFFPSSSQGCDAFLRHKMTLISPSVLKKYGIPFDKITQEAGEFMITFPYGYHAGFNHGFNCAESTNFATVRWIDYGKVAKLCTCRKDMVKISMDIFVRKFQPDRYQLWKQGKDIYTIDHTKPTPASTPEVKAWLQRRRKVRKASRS
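System – N-terminal GST-fused human GASC-1 (KDM4C) fragment, residues 2-372 · Input – enzyme final amount 10 nM · Technique – LANCE TR-FRET, Eu antibody, ULight-streptavidin, EDTA, ex 340 nm, em 618/671 nm · Medium – HEPES buffer, pH 7.5, plus ascorbate · Incubation – enzyme reaction 30 min, then detection 60 min, both room temperature · Reagent – H3K9me3 peptide with Fe(II)/2OG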
Starred values were filed as active, the others as inactive; ? = inconclusive; . = not tested or not shown; & = joins results of further samples.

#	mol	Tcruzi prolif	Pf Dd2 inh	C diff growth	KDM4C inh
1	C[C@H](CO)N1C[C@H](C)[C@H](CN(C)C)Oc2c(NC(=O)CCCCCC(=O)Nc3ccccc3N)cccc2C1=O	.	22	5	0.1
2	COc1ccc(NC(=O)N(C)C[C@@H]2Oc3ccc(NS(=O)(=O)c4ccc(Cl)cc4)cc3CC(=O)N([C@@H](C)CO)C[C@H]2C)cc1	63	-12	10	-1.4
3	O=C(C[C@H]1CC[C@H](NS(=O)(=O)c2ccccc2)[C@@H](CO)O1)NCc1ccccc1F	-9	3	-8	2.5
4	CO[C@H]1CN(C)C(=O)c2cc(NC(=O)CC(F)(F)F)ccc2OC[C@@H](C)NC[C@H]1C	.	15	-1	0.2
5	COc1cccc(-c2ccc3c(c2)[C@@H]2[C@@H](CCN2S(=O)(=O)c2ccccc2OC)[C@@H](CO)N3)c1	93	4	-3	-1.4
6	C[C@H]1CN([C@@H](C)CO)C(=O)c2c(c3ccccc3n2C)-c2ccccc2CO[C@H]1CN(C)Cc1ccc(Cl)c(Cl)c1	.	-77	9	-0.5
7	CS(=O)(=O)N1CC(=O)N2[C@H](CO)[C@H](c3ccc(C#CCC4CCCC4)cc3)[C@H]2C1	.	-23	-14	6.8
8	COc1ccccc1C(=O)Nc1ccc2c(c1)C(=O)N(C)[C@@H]1CC[C@H](CC(=O)NCCc3ccncc3)O[C@@H]1CO2	-1	.	-8	-0.3
9	C[C@H]1CN([C@@H](C)CO)C(=O)c2cc(NS(=O)(=O)c3cn(C)cn3)ccc2O[C@@H]1CN(C)Cc1ccncc1	.	12	-1	-0.1
10	CO[C@@H]1CN(C)C(=O)c2cc(NC(=O)Cc3ccccc3)ccc2OC[C@H](C)NC[C@@H]1C	-25	25	.	-0.3
11	C[C@H]1CN([C@@H](C)CO)C(=O)CCCn2cc(nn2)CO[C@@H]1CN(C)Cc1ccc(C(=O)O)cc1	.	12	3	0.8
12	Cc1ccc(S(=O)(=O)N(C)C[C@@H]2OCCCC[C@H](C)Oc3ccc(NC(=O)CCC(F)(F)F)cc3C(=O)N([C@H](C)CO)C[C@@H]2C)cc1	.	-72	.	-0.5
13	COC(=O)[C@@H]1[C@@H](CO)[C@@H]2Cn3c(cccc3=O)[C@@H]2N1C(=O)C1CCC1	95	9	0	2.0
14	Cc1ccc(S(=O)(=O)N(C)C[C@H]2Oc3ccc(N(C)C)cc3CC(=O)N([C@H](C)CO)C[C@@H]2C)cc1	.	-29	-3	0.3
15	CCCC(=O)N1CC2(C1)CN(C(=O)C1CCC1)[C@@H](CO)c1[nH]c3cc(OC)ccc3c12	.	-11	-5	-2.5
16	COc1ccc2c3c([nH]c2c1)[C@@H](CO)N(C(=O)C1CCCC1)CC31CN(C(=O)c2ccncc2)C1	.	-12	-1	-1.6
17	CC(C)NC(=O)N(C)C[C@@H]1Oc2ccc(NC(=O)c3ccncc3)cc2CC(=O)N([C@H](C)CO)C[C@@H]1C	.	6	5&-6	-3.3
18	CO[C@H]1CN(C)C(=O)c2ccc(NS(C)(=O)=O)cc2OC[C@@H](C)N(C(=O)CC2CC2)C[C@H]1C	5	19	.	-0.6
19	C[C@@H]1CN([C@H](C)CO)C(=O)Cc2cc(NC(=O)Nc3cccc4ccccc34)ccc2O[C@H]1CN(C)Cc1ccncc1	10	10	-11	-1.0
20	O=C(C[C@@H]1CC[C@@H]2[C@H](COC[C@H](O)CN2CC2CCOCC2)O1)NCc1ccc(Cl)cc1	-47	14	1&-9	-1.0
21	CCCN1C[C@@H](C)[C@@H](OC)CN(C)C(=O)c2ccc(NC(=O)c3cnccn3)cc2OC[C@@H]1C	-18	15	.	-0.2
22	CN(C)CC(=O)N1CC2(C1)[C@H](c1ccccc1)[C@@H](CO)N2C(=O)C1CCCCC1	.	12	-5	-0.2
23	CC(=O)N(C)C[C@H]1Oc2cc(C#CC3CCCCC3)ccc2S(=O)(=O)N([C@@H](C)CO)C[C@H]1C	80	-41	-8	-0.8
24	Cc1ccc(S(=O)(=O)Nc2ccc3c(c2)C(=O)N([C@H](C)CO)C[C@H](C)[C@H](CN(C)C(=O)c2ccncc2)OCCCC[C@H](C)O3)cc1	60	39	-3	-0.5
25	O=C(c1cccnc1)N1C[C@H]2[C@@H](c3ccccc31)[C@@H](CO)N2C(=O)Nc1ccc(F)cc1	25	-70	1	1.1
26	CCCNC(=O)N1[C@@H]2CNC[C@H]1C2c1ccc(-c2ccccc2)cc1 (stereo partly specified)	.	7&16	-5&-2	-0.1&-1.7
27	CN(C)C(=O)C[C@@H]1CC[C@H]2[C@H](COc3ccc(NC(=O)c4cnccn4)cc3C(=O)N2C)O1	-72	5	-3	-1.4
28	CC(C)(O)C#Cc1ccc([C@H]2[C@H]3CN(C(=O)c4cccnc4)CCCCN3[C@H]2CO)cc1	4	-4	-4	-0.1
29	CO[C@@H]1CN(C)C(=O)c2cc(NS(=O)(=O)c3ccc(F)cc3)ccc2OC[C@H](C)NC[C@H]1C	7	11	.	0.9
30	COc1ccc(-c2cnc3c(c2)C(=O)N([C@H](C)CO)C[C@@H](C)[C@@H](CN(C)C(=O)C2CCOCC2)O3)cc1	-38	18	1	0.0
31	CO[C@H]1CN(C)C(=O)c2ccc(NC(=O)c3cccc(F)c3)cc2OC[C@@H](C)NC[C@H]1C	-11	44	3	-0.7
32	COCC#Cc1cnc2c(c1)C(=O)N([C@@H](C)CO)C[C@H](C)[C@H](CN(C)Cc1ccccc1F)O2	25	-1	1	-1.6
33	C[C@@H]1CN([C@@H](C)CO)C(=O)c2cccc(NC(=O)c3ccc(-c4nccs4)cc3)c2O[C@H]1CN(C)Cc1ccncc1	.	-26	-4&-5	0.7
34	C[C@@H]1CCCCO[C@@H](CN(C)CC2CCCCC2)[C@@H](C)CN([C@@H](C)CO)C(=O)c2cc(NC(=O)Nc3ccc(C(F)(F)F)cc3)ccc2O1	99*	-53	-58	.
35	OC[C@@H]1[C@@H](c2ccc(Br)cc2)[C@H]2CN(Cc3cncnc3)CCCCN12	66	19	3	-2.3
36	CC(C)CC#Cc1ccc2c(c1)O[C@H](CN(C)Cc1ccc3c(c1)OCO3)[C@H](C)CN([C@@H](C)CO)S2(=O)=O	96*	-55	22	.
37	COc1ccc2c3c([nH]c2c1)[C@H](CO)N(C(=O)C1CC1)CC31CCN(S(C)(=O)=O)CC1	.	11	0	0.5
38	COc1ccc(C#Cc2ccc([C@H]3[C@H](CO)N4C(=O)CN(C(C)=O)C[C@@H]34)cc2)cc1	.	-14	-17	-0.6
39	CCCC#Cc1ccc2c(c1)[C@H]1[C@H](CCN1S(=O)(=O)c1cn(C)cn1)[C@H](CO)N2	.	-39	-18	1.3
40	COCC#Cc1cnc2c(c1)C(=O)N([C@H](C)CO)C[C@@H](C)[C@@H](CN(C)C(=O)c1cnccn1)O2	47	5	-8	0.4

Continuation.
Second line of a record: Tcruzi prolif	Pf Dd2 inh	C diff growth	KDM4C inh
41	CN1CCN(C(=O)C[C@H]2CC[C@H](NC(=O)Cc3ccccn3)[C@H](CO)O2)CC1
  -109	-15	.	-0.1
42	CCCNC(=O)N1CC2(C1)CN(C(=O)COC)[C@@H](CO)c1[nH]c3cc(OC)ccc3c12
  .	51	4	0.6
43	Cc1ccccc1-c1ccc(C2[C@H]3CNC[C@@H]2N3Cc2cccnc2)cc1 (stereo partly specified)
  .	-16	-5	1.5
44	CC=Cc1ccc2n(c1=O)C[C@@H]1[C@@H](CO)[C@H](C(=O)NCCc3ccncc3)[C@H]2N1CCC(F)(F)F (mixture of isomers)
  33	.	.	-2.6
45	CC(C)NC(=O)N(C)C[C@@H]1Oc2ccc(NC(=O)CCC(F)(F)F)cc2C(=O)N([C@H](C)CO)C[C@@H]1C
  .	2	0	18
46	Cc1noc(C)c1NC(=O)Nc1ccc2c(c1)C(=O)N([C@H](C)CO)C[C@@H](C)[C@@H](CN(C)CC1CCCCC1)O2
  3	6	8	-1.9
47	O=C(C[C@H]1CC[C@@H](NC(=O)NC2CCCCC2)[C@H](CO)O1)NCc1ccc(Cl)cc1
  -1	10	-15	0.9
48	COc1ccc(C(=O)Nc2ccc3c(c2)OC[C@H](C)NC[C@H](C)[C@@H](OC)CN(C)C3=O)cc1
  .	5	-7	-1.0
49	O=S(=O)(N[C@@H]1CC[C@@H](CCn2cc(C3(O)CCCC3)nn2)O[C@@H]1CO)c1ccc(F)cc1
  -79	-10	-1	1.2
50	CNC[C@@H]1Oc2ccc(NC(=O)Cn3cnnn3)cc2CC(=O)N([C@@H](C)CO)C[C@@H]1C
  .	17	.	1.5
51	C[C@H]1CN([C@@H](C)CO)C(=O)c2ccccc2-c2ccccc2CO[C@H]1CN(C)Cc1ccccc1
  3	-15	.	-0.1
52	COc1ccc(S(=O)(=O)N(C)C[C@@H]2OCCCC[C@@H](C)Oc3ccc(NC(=O)Nc4cccc5ccccc45)cc3C(=O)N([C@@H](C)CO)C[C@@H]2C)cc1
  23	-83*	8	-2.9
53	O=C(c1ccccc1F)N1CC2(C1)[C@@H](c1ccccc1)[C@@H](CO)N2CC1CCCC1
  .	-40	6	1.2
54	C[C@H](O)C#Cc1ccc2c(c1)O[C@H](CN(C)Cc1ccc(-c3ccccc3)cc1)[C@H](C)CN([C@@H](C)CO)S2(=O)=O
  109*	8	0	-1.3
55	CO[C@H]1CN(C)C(=O)c2ccc(NC(C)=O)cc2OC[C@H](C)N(C(=O)c2cnccn2)C[C@@H]1C
  .	34	-2	2.7

Quoted from above, nos. 41–42
Second line of a record: Tcruzi prolif	Pf Dd2 inh	C diff growth	KDM4C inh
41	CN1CCN(C(=O)C[C@H]2CC[C@H](NC(=O)Cc3ccccn3)[C@H](CO)O2)CC1
  -109	-15	.	-0.1
42	CCCNC(=O)N1CC2(C1)CN(C(=O)COC)[C@@H](CO)c1[nH]c3cc(OC)ccc3c12
  .	51	4	0.6

2 compounds from above, showing only Pf Dd2 inh and Tcruzi prolif.
#	Compound	Pf Dd2 inh	Tcruzi prolif
53	O=C(c1ccccc1F)N1CC2(C1)[C@@H](c1ccccc1)[C@@H](CO)N2CC1CCCC1	-40	.
45	CC(C)NC(=O)N(C)C[C@@H]1Oc2ccc(NC(=O)CCC(F)(F)F)cc2C(=O)N([C@H](C)CO)C[C@@H]1C	2	.

(more compounds)
Second line of a record: Tcruzi prolif	Pf Dd2 inh	C diff growth	KDM4C inh
56	CO[C@H](C(=O)N(C)C[C@H]1OCc2ccccc2-c2c(n(C)c3ccccc23)C(=O)N([C@H](C)CO)C[C@@H]1C)c1ccccc1
  21	-31	4	-1.8
57	COc1ccc(-c2ccc3n(c2=O)C[C@@H]2[C@@H](CO)[C@H](C(=O)N(C)C)N(CC4CC4)[C@H]32)cc1
  103*	-3	10	28*
58	CCCN(C)C[C@H]1Oc2cc(-c3ccc(F)cc3)ccc2S(=O)(=O)N([C@H](C)CO)C[C@H]1C
  .	-12	9	0.4
59	COc1ccc(CN(C)C[C@@H]2OCCCC[C@H](C)Oc3ccc(NC(=O)CCCN(C)C)cc3C(=O)N([C@@H](C)CO)C[C@H]2C)cc1
  .	-13	1	1.9
60	COc1ccc(S(=O)(=O)N[C@@H]2CC[C@@H](CC(=O)N3CCC(Cc4ccccc4)CC3)O[C@@H]2CO)cc1
  49	-14	-1	-0.2
61	CC(C)NC(=O)N(C)C[C@@H]1Oc2cc(-c3ccccc3)ccc2S(=O)(=O)N([C@H](C)CO)C[C@H]1C
  -2	-6	-2	-0.2
62	COc1ccc(S(=O)(=O)N(C)C[C@H]2OCCCC[C@H](C)Oc3ccc(NS(=O)(=O)c4ccc(C)cc4)cc3C(=O)N([C@H](C)CO)C[C@@H]2C)cc1
  ?	-47	1	-0.6
63	C[C@H]1CN([C@@H](C)CO)C(=O)Cc2cc(NC(=O)CCC(F)(F)F)ccc2O[C@H]1CN(C)C(=O)Nc1ccc2c(c1)OCO2
  14	6	-2	0.6
64	COCC(=O)Nc1ccc2c(c1)C(=O)N(C)[C@H]1CC[C@H](CC(=O)OC)O[C@H]1CO2
  10	1	2	2.7
65	O=C(c1ccc(F)cc1)N1CC(=O)N2[C@@H](CO)[C@H](c3ccc(C#Cc4ccc(F)cc4)cc3)[C@@H]2C1
  .	-36	-4	-0.5
66	C[C@H](CO)N1C[C@H](C)[C@H](CN(C)Cc2ccc(C(=O)Nc3ccccc3N)cc2)Oc2c(NC(=O)c3ccncc3)cccc2C1=O
  ?	6	-3	-0.9
67	CC(C)NC(=O)Nc1ccc2c(c1)CC(=O)N([C@@H](C)CO)C[C@@H](C)[C@@H](CN(C)Cc1ccc(Oc3ccccc3)cc1)O2
  50	-49	-18	-1.2
68	Cc1cccc(S(=O)(=O)N[C@H]2CC[C@@H](CCNC(=O)Nc3cc(F)ccc3F)O[C@H]2CO)c1
  20	8	6	0.4
69	O=C(NCc1ccccn1)[C@@H]1[C@@H](CO)[C@@H]2Cn3c(ccc(C4=CCCC4)c3=O)[C@H]1N2Cc1cccnc1
  -85	.	-5	0.7
